ERG Ets-DNA blk: inhibitors of human ERG Ets domain-DNA interaction; P11308; fluorescence polarization, His-ERG Ets domain / labelled DNA; Potency, µM (highest dose often 76.9 µM), inactives show at the highest dose FP activity, negative = inhibition, most hits filed as inhibitors; 0.028% of 370,000 active; AID 624246; active = well fitted inhibition curve with a large enough effect in the polarisation, with a control signal flat; inconclusive = small, poorly fitted or top-dose-only effect, or effect the other way, or a change in a side signal; inactive = no such curve, though single readings can be large or run the other way; the % refers to the polarisation;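 note: polarization taken with two DNA probes labelled with fluorescein and Texas red; potency is the fitted concentration of half-maximal effect; % of control where 0% means no effect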
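His-tagged ERG Ets domain (1 uM in the protein solution; 300mM KCl, 50mM Tris-HCl, 1mM EDTA, 1mM DTT, pH 7.5) received compound, then a probe mix of 5 nM fluorescein-DNA and 100nM Texas-615-DNA. Fluorescence polarization was read for both dyes.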
GLS inhibitor: inhibitors of human glutaminase (GLS) | O94925 | 0.21% of 410,000 active | Potency, µM (series often up to 45.5 µM), for inactives: at the top dose activity change, negative = inhibition, usual class: inhibitors | GLS enzymatic activity, qHTS titration; note: potency is the fitted concentration of half-maximal effect; % is set by controls: 0 for no effect and ±100 for the full control effect
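Compounds were pin-transferred onto hKGA, after which L-glutamine (1 mM solution) and a detection mix of glutamate oxidase, HRP and Amplex Red were added. Initial and 30 min RT fluorescence reads were collected.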
JMJD2A Tudor inh: blocks the human JMJD2A Tudor domain. O75164. AlphaScreen JMJD2A-Tudor / H3K4me3 peptide binding. Potency, µM (series often up to 114 µM), for inactives: at the top dose activity change, negative = inhibition, actives largely listed as inhibitors. 4.4% of 390,000 active; note: potency is the fitted concentration of half-maximal effect; % is set by controls: 0 for no effect and ±100 for the full control effect; nearly all actives have a fitted effect of over 50% in size
Target sequence (O75164 whole entry, looked up, the tested form may be a part): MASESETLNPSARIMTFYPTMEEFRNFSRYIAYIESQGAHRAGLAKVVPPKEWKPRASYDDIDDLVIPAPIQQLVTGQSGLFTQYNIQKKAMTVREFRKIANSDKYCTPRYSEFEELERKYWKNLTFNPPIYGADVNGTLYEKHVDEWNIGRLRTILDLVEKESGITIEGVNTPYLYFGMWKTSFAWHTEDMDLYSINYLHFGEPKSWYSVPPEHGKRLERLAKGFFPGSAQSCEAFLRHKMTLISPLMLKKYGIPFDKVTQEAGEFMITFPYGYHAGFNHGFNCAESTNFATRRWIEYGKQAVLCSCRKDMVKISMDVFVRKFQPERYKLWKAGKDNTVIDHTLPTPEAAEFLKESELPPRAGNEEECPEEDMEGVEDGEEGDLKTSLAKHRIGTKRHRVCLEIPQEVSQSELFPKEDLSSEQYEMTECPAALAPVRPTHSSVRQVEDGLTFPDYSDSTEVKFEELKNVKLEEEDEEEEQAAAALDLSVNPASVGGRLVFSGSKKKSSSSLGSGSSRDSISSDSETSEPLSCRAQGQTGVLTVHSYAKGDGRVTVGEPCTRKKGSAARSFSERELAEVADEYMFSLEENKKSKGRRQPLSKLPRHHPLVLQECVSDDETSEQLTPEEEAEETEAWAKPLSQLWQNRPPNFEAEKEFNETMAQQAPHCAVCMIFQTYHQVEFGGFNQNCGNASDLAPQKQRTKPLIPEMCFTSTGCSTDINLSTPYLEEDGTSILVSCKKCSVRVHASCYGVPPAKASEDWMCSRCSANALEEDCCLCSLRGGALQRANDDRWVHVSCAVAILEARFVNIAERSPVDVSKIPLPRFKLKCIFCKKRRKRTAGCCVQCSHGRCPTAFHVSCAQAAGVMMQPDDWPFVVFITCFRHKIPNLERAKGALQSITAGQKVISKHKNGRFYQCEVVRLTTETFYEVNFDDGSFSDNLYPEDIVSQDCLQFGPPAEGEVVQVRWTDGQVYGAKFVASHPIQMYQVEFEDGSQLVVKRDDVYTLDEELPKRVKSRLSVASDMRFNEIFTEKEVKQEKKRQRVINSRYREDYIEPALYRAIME
RGS4 inh: blocks human RGS4-accelerated GTP hydrolysis. 0.039% of 390,000 active. Transcreener GDP fluorescence polarization, RGS4-accelerated GTP hydrolysis. Potency, µM (series often up to 114 µM), inactives show at the top dose activity change, negative = inhibition, actives largely listed as inhibitors; note: potency is the fitted concentration of half-maximal effect; % is set by controls: 0 for no effect and ±100 for the full control effect; nearly all actives have a fitted effect of over 75% in size; some results filed as inactive show a strong effect at the top dose
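MLSMR compounds (23 nl, pin-transferred) preincubated 10 min at room temperature with a 500nM (2x) first reagent, then RGS4 at 900nM (2x) plus Transcreener GDP mix added; fluorescence polarization (620/688 nm) read before and after 90 min at 30 °C.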
HP1b binding inh: HP1-beta chromodomain-methylated histone interaction inhibition; P83916; AlphaScreen HP1-beta / biotin-H3K9me3 peptide binding; Potency, µM (top dose mostly 114 µM), without a hit: at the highest dose activity change, negative = inhibition, hits mostly inhibitors; 0.56% of 390,000 active; AID 540317; note: potency is the fitted concentration of half-maximal effect; nearly all actives have a fitted effect of over 70% in size; inactives centre near 23
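AlphaScreen: HP1-beta (50 nM) preformed 30 min with biotin-H3(1-18)K9me3 peptide (50 nM) in PBS pH 7.4, 0.01% Tween-20. Compound added for 30 min at RT, then streptavidin donor/nickel chelate acceptor beads (10 ug/mL) for 30 min.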
BAZ2B inh: BAZ2B (human) inhibition; Q9UIF8; AlphaScreen BAZ2B-H3K14Ac peptide displacement; Potency, µM (top dose mostly 114 µM), for the others: at the highest dose activity change, negative = inhibition, hits mostly inhibitors; 4.4% of 360,000 active; AID 504333; note: potency is the fitted concentration of half-maximal effect; % is set by controls: 0 for no effect and ±100 for the full control effect; nearly all actives have a fitted effect of over 60% in size
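In this displacement format the biotinylated H3(5-23) peptide acetylated at Lys14 serves as ligand at 50 nM, with BAZ2B at 50 nM in PBS pH 7.4 containing 0.01% Tween-20. Donor and acceptor beads are 10 ug/mL final.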
G9a inh: inhibitors of human histone lysine methyltransferase G9a. G9a H3K9 monomethylation, AlphaScreen, 2 h. Potency, µM (highest dose often 102 µM), for inactives: at the highest dose activity, negative = inhibition, actives largely listed as inhibitors. 8.8% of 350,000 active. AID 504332; note: potency is the fitted concentration of half-maximal effect; % is set by controls: 0 for no effect and ±100 for the full control effect; nearly all actives have a fitted effect of over 75% in size
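Using a bead-based AlphaScreen, monomethylated H3K9 product from 2 h room-temperature reactions (G9a 20 nM, peptide 500 nM, SAM 20 uM) was detected with 0.5 ug/mL rabbit anti-H3K9me1 antibody.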
12-LOX inh: ALOX12 (human) lipoxygenase inhibition; P18054; Potency, µM (titrated, usually from 108 µM), for inactives: at the highest dose activity change, negative = inhibition, hits mostly inhibitors; 1.1% of 580,000 active; purified 12hLO, xylenol orange hydroperoxide absorbance; note: potency is the fitted concentration of half-maximal effect; % is set by controls: 0 for no effect and ±100 for the full control effect
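Purified human 12hLO at 150 nM in 25 mM Hepes, 0.01% Triton X-100, pH 7.0, preincubated 15 min at room temperature with compound. Reaction started with 40 uM arachidonic acid, 30 min at room temperature. Hydroperoxide measured by Fe-xylenol orange, 573/405 nm absorbance ratio.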
PI4K2A inh: blocks human PI4K2A kinase activity | AID 1346378 | purified PI4K2A, ADP-Glo luminescence, 1 h; active compounds read low | activity change, negative = inhibition, % at 76.9 µM | 0.13% of 420,000 active; in the data active = activity change below about -50%; inconclusive = mostly about -30% to -49%;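 note: -100% = wells without enzyme as full effect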
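ADP-Glo luminescence measured ADP generated by PI4K2A enzyme (4 ug/mL before mixing) with 1.2 mM PI substrate (pre-mix) and 300 microM ATP (pre-mix). Tris pH7.5 buffer with MgCl2, Triton X-100; 1 h reaction at ambient temperature.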
An asterisk follows results filed as active; [ ] = dose if it differs, or a comment. Unless noted, calls come from the whole dose curve; as a rule, active = well fitted curve in the direction sought with a large enough effect; inconclusive = small, poorly fitted or top-dose-only effect, or another doubt; inactive = no such curve, though single readings can be large; an effect the other way counts as inactive or inconclusive.

How did COc1ccc(CCNC(=O)CSc2ncc3c(n2)-c2cc(Cl)ccc2N(Cc2ccccc2)S3(=O)=O)cc1OC do in these assays?
ERG Ets-DNA blk: 4%; GLS inhibitor: -9%; JMJD2A Tudor inh: -17%; RGS4 inh: 12%; HP1b binding inh: 15%; BAZ2B inh: -15%; G9a inh: -8%[59 µM]; 12-LOX inh: -18%; PI4K2A inh: -4

What do the screens show for `COc1ccc(OCC(O)CNC(=O)c2cccs2)cc1` (stereo unspecified)?
ERG Ets-DNA blk: 6%; GLS inhibitor: -2%; JMJD2A Tudor inh: -15%; RGS4 inh: -15%; HP1b binding inh: 62%[activator]; BAZ2B inh: -11%; G9a inh: 28%; 12-LOX inh: -25%; PI4K2A inh: -3

How did O=C1c2ccccc2C(=O)N1CCCCN(C(=O)c1cccc([N+](=O)[O-])c1)c1ccc(Cl)cc1 do in these assays?
ERG Ets-DNA blk: -5%; GLS inhibitor: 1%; JMJD2A Tudor inh: -25%; RGS4 inh: -1%; HP1b binding inh: 12%; BAZ2B inh: inconclusive; G9a inh: 7%[0.501 µM]; 12-LOX inh: -14%; PI4K2A inh: -2

What do the screens show for `O=C(Nc1cccnc1)c1c(O)c2cccc3c2n(c1=O)CC3`?
ERG Ets-DNA blk: 0%; GLS inhibitor: -10%; JMJD2A Tudor inh: -10%; RGS4 inh: -6%; HP1b binding inh: 21%; BAZ2B inh: 1%; G9a inh: -36%[12.7 µM]; 12-LOX inh: 11%; PI4K2A inh: -4

What do the screens show for `COc1ccc(C)cc1NC(=O)Nc1cc(C(=O)NCc2ccc(C)cc2)ccc1N1CCCC1`?
ERG Ets-DNA blk: 4%; GLS inhibitor: -11%; JMJD2A Tudor inh: -28%; RGS4 inh: 8%; HP1b binding inh: 32%; BAZ2B inh: -15%; G9a inh: -6%[59 µM]; 12-LOX inh: inconclusive; PI4K2A inh: -1

How did Cc1cc(C)cc(Oc2cc(NC(=O)c3cn(C)nc3C)cc([N+](=O)[O-])c2)c1 do in these assays?
ERG Ets-DNA blk: -7%; GLS inhibitor: 10%; JMJD2A Tudor inh: -12%; RGS4 inh: 17%; HP1b binding inh: 1%; BAZ2B inh: 9%; G9a inh: 4%; 12-LOX inh: -3%; PI4K2A inh: 4

How did COc1cc([N+](=O)[O-])ccc1NC(=O)CN1CCCC1 do in these assays?
ERG Ets-DNA blk: -2%; GLS inhibitor: 3%; JMJD2A Tudor inh: -11%; RGS4 inh: 11%; HP1b binding inh: 30%; BAZ2B inh: -8%; G9a inh: -16%[59 µM]; 12-LOX inh: -1%; PI4K2A inh: 131

Results for COc1ccc(CC(=O)OCC(=O)NC(=O)NC2CCCCC2)cc1 ?
ERG Ets-DNA blk: 5%; GLS inhibitor: 14%; JMJD2A Tudor inh: -18%; RGS4 inh: -19%; HP1b binding inh: 4%; BAZ2B inh: 9%; G9a inh: -7%[12.7 µM]; 12-LOX inh: -11%; PI4K2A inh: -4

What do the screens show for `CCOC(=O)c1ccc(NS(=O)(=O)c2cc(-c3nnnn3C(C)C)ccc2OC)cc1`?
ERG Ets-DNA blk: 1%; GLS inhibitor: -5%; JMJD2A Tudor inh: -10%; RGS4 inh: -46%; HP1b binding inh: 24%; BAZ2B inh: 4%; G9a inh: -17%; 12-LOX inh: -8%; PI4K2A inh: -1

Results for CC(C)c1onc(C(=O)NCc2ccc(Cl)cc2)c1[N+](=O)[O-] ?
ERG Ets-DNA blk: -11%; GLS inhibitor: -2%; JMJD2A Tudor inh: -14%; RGS4 inh: 2%; HP1b binding inh: 6%; BAZ2B inh: -3%; G9a inh: 2%; 12-LOX inh: -19%; PI4K2A inh: 3

What do the screens show for `Cn1c(C(=O)N2CCCC2)cc2c(=O)n(C)c3ccccc3c21`?
ERG Ets-DNA blk: -2%; GLS inhibitor: -1%; JMJD2A Tudor inh: -10%; RGS4 inh: 9%; HP1b binding inh: 39%[activator]; BAZ2B inh: -5%; G9a inh: 12%; 12-LOX inh: 427%[activator]; PI4K2A inh: 10

What do the screens show for `O=C(Nc1ccc(F)cc1)C1CC(=O)n2cnnc2N1` (stereo unspecified)?
ERG Ets-DNA blk: -4%; GLS inhibitor: -16%; JMJD2A Tudor inh: 7%; RGS4 inh: -24%; HP1b binding inh: 30%; BAZ2B inh: -12%; G9a inh: -1%; 12-LOX inh: -1%; PI4K2A inh: -3

How did CCn1ncc(C2=NOC(C(=O)NCc3ccc(OC)cc3)C2)c1C (stereo unspecified) do in these assays?
ERG Ets-DNA blk: -1%; GLS inhibitor: -1%; JMJD2A Tudor inh: -7%; RGS4 inh: -2%; HP1b binding inh: 25%; BAZ2B inh: 12%; G9a inh: -6%[2.33 µM]; 12-LOX inh: 13%; PI4K2A inh: 4

Results for COC(=O)Cn1c(=O)c2c(nc3n2CCCN3Cc2ccccc2)n(C)c1=O ?
ERG Ets-DNA blk: 3%; GLS inhibitor: -9%; JMJD2A Tudor inh: -32%; RGS4 inh: inconclusive; HP1b binding inh: -5%; BAZ2B inh: -7%; G9a inh: inconclusive; 12-LOX inh: 41%[activator]; PI4K2A inh: -5

What do the screens show for `CC(C)C(=O)Nc1ccc(C(=O)NN2C(=O)c3ccccc3C2=O)cc1`?
ERG Ets-DNA blk: 0%; GLS inhibitor: 19%; JMJD2A Tudor inh: -9%; RGS4 inh: 6%; HP1b binding inh: 16%; BAZ2B inh: 9%; G9a inh: 39%[59 µM]; 12-LOX inh: -8%; PI4K2A inh: -4

What do the screens show for `CCOC(=O)Nc1nnc(-c2ccccc2OC)s1`?
ERG Ets-DNA blk: -8%; GLS inhibitor: -1%; JMJD2A Tudor inh: -5%; RGS4 inh: -36%; HP1b binding inh: 18%; BAZ2B inh: 2%; G9a inh: -38%[59 µM]; 12-LOX inh: 21%; PI4K2A inh: -4

How did Cc1cc(=O)n2c(C(=O)Nc3ccc(F)c(Cl)c3)c(C(=O)Nc3cccc(C)c3C)sc2n1 do in these assays?
ERG Ets-DNA blk: 2%; GLS inhibitor: 0%; JMJD2A Tudor inh: -22%; RGS4 inh: inconclusive; HP1b binding inh: -12%; BAZ2B inh: -1%; G9a inh: 11µM*; 12-LOX inh: inconclusive; PI4K2A inh: 0

How did COc1cccc(-n2c(-c3ccccc3)c[nH]c2=S)c1 do in these assays?
ERG Ets-DNA blk: -1%; GLS inhibitor: -28%; JMJD2A Tudor inh: inconclusive; RGS4 inh: inconclusive; HP1b binding inh: inconclusive; BAZ2B inh: inconclusive; G9a inh: 1.4µM*; 12-LOX inh: inconclusive; PI4K2A inh: 0

Results for COc1ccc(-n2nc(C(=O)NCC(=O)N3CCCCCC3)c3ccccc3c2=O)cc1OC ?
ERG Ets-DNA blk: -5%; GLS inhibitor: -4%; JMJD2A Tudor inh: 2%; RGS4 inh: 11%; HP1b binding inh: 58%[activator]; BAZ2B inh: 5%; G9a inh: 21%; 12-LOX inh: -21%; PI4K2A inh: -2

What do the screens show for `CCOC(=O)CNc1c(-c2ccc(OC)cc2)nc2ccc(Cl)cn12`?
GLS inhibitor: 21%; JMJD2A Tudor inh: -30%; RGS4 inh: 7%; HP1b binding inh: -6%; BAZ2B inh: inconclusive; G9a inh: -4%[59 µM]; 12-LOX inh: -8%; PI4K2A inh: 1

Results for CCCCCCSc1ccc([C@@H]2[C@H]3C(=O)N(CC)C(=O)[C@H]3[C@]3(C(=O)OC)CCCCN23)cc1OC ?
ERG Ets-DNA blk: 0%; GLS inhibitor: -8%; JMJD2A Tudor inh: -21%; RGS4 inh: -18%; HP1b binding inh: 42%[activator]; 12-LOX inh: inconclusive; PI4K2A inh: 1

How did O=C(NCCN1CCCC1)C1CCN(S(=O)(=O)N2CCC3(CC2)OCCO3)CC1 do in these assays?
GLS inhibitor: 7%; JMJD2A Tudor inh: -12%; RGS4 inh: -10%; HP1b binding inh: 18%; BAZ2B inh: -5%; G9a inh: 14%; 12-LOX inh: 3%; PI4K2A inh: 1

Results for COc1ccc(OC)c(/C=N/NC(=S)NCCc2ccccc2)c1 ?
ERG Ets-DNA blk: -11%; GLS inhibitor: 6%; JMJD2A Tudor inh: -29%; RGS4 inh: 8%; HP1b binding inh: 21%; BAZ2B inh: inconclusive; G9a inh: 8%; 12-LOX inh: 45µM*; PI4K2A inh: 5

How did COc1ccc2c(c1OC)C(=O)N1C2SC(C)(C)[C@H]1C(=O)NC1CCCC1 (stereo partly specified) do in these assays?
ERG Ets-DNA blk: -2%; GLS inhibitor: 4%; JMJD2A Tudor inh: -18%; RGS4 inh: 28%; HP1b binding inh: 39%[activator]; BAZ2B inh: -2%; G9a inh: -3%[12.7 µM]; 12-LOX inh: 17%; PI4K2A inh: -4

What do the screens show for `Cc1ccc(N(C(=O)c2ccccn2)C(C(=O)NC2CCCCC2)c2ccncc2)cc1` (stereo unspecified)?
ERG Ets-DNA blk: 7%; GLS inhibitor: 1%; JMJD2A Tudor inh: -17%; RGS4 inh: -8%; HP1b binding inh: -2%; BAZ2B inh: 0%; G9a inh: -3%; 12-LOX inh: -14%; PI4K2A inh: -2

The list is partial. The share of hits here may be higher or lower than overall.
